Assay outcomes deposited in PubChem by NMMLSC.
GRK2 aptamer HTS = inhibitors of human GRK2 displacing RNA aptamer; bead flow cytometry, FAM-aptamer displacement from GRK2; inhibition of aptamer binding, % at 10 µM; 0.59% of 330,000 active; AID 488847;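 active = inhibition of aptamer binding above 40%, roughly 3 SD of noise, on plates passing a quality check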;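 also: median bead fluorescence of bound FAM aptamer so fluorescent compounds give negative values; no value below 0 was filed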
Target sequence (P25098 whole entry, looked up): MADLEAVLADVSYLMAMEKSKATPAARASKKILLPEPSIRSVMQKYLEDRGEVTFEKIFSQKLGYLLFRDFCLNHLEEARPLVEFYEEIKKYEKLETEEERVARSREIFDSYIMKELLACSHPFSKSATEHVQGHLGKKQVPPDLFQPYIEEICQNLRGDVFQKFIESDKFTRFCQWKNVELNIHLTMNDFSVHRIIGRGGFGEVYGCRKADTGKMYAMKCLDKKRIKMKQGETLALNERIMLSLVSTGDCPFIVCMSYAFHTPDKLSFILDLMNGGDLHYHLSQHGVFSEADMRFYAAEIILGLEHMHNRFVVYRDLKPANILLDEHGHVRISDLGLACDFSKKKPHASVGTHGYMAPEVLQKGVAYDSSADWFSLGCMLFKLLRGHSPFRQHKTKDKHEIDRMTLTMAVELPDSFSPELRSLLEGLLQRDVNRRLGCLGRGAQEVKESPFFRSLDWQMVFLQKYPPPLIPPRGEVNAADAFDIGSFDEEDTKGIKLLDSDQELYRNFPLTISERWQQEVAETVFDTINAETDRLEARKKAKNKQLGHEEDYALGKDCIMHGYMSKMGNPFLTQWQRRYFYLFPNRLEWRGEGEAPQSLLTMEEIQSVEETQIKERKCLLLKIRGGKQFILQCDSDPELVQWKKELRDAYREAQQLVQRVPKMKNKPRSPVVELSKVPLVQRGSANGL
Active calls of the source: *. These rows are one share of the data (hit frequency here may not be typical).

| molecule | GRK2 aptamer HTS |
| --- | --- |
| C[C@]12c3[nH]c4cc(-c5ccco5)ccc4c3CCN1C(=O)[C@@H](CC(=O)NCCN1CCOCC1)C[C@@H]2C(=O)N1CCCCC1 | 0 |
| O=C1c2ccccc2[C@@H]2C[C@H]3O[C@H]3CCN12 | 1 |
| CCCN=C1N(CC)C[C@@H]2[C@@H]3C(=O)N(C)C(=O)[C@@H]3[C@](CC)(C(=O)OC)N12 | 3 |
| CCOC(=O)C1=CN(Cc2ccco2)S(=O)(=O)N(CC)C1c1ccc(F)c(Cl)c1 (stereo not given) | 7 |
| C[C@@H]1CC=C[C@@H]2[C@H]1C(=O)N(Cc1ccccc1)[C@H]2c1cccc(Br)c1 | 0 |
| O=C(CCNC(=O)OCC1c2ccccc2-c2ccccc21)NOCc1ccccc1 | 0 |
| C=C1c2cccc(OC)c2O[C@H](C(=O)OCC)[C@@H]1CC(CC)CCCC (stereo not given in full) | 39 |
| CCOC(=O)c1ccc(-c2cccc(-c3cc(=O)oc4cc(OC)cc(OC)c34)c2)cc1 | 0 |
| CCOC(=O)C1=CN(Cc2cccc(F)c2)S(=O)(=O)N(CC)C1c1ccccc1 (stereo not given) | 0 |
| O=C(C[C@H]1C[C@H](C(=O)N2CCOCC2)[C@@]2(CCC3CCCC3)c3[nH]c4cc(-c5ccco5)ccc4c3CCN2C1=O)NCCc1ccccn1 | 1 |
| COc1ccc2[nH]c3c(c2c1)CCN1C(=O)C(CC(=O)NCCc2ccccn2)C[C@H](C(=O)N2CCCCC2)[C@@]31CCc1ccccc1 (stereo not given in full) | 37 |
| CC1=CC[C@@]23CCCN2C(=O)CCC[C@H]3C1 | 6 |
| COc1cc(CN2c3ccccc3C(=O)CS2(=O)=O)cc(OC)c1 | 3 |
| COc1ccc2[nH]c3c(c2c1)CCN1C(=O)C(CC(=O)NCCN2CCOCC2)C[C@H](C(=O)N2CCOCC2)[C@@]31C (stereo not given in full) | 0 |
| O=C1[C@H](Oc2ccccc2)[C@@H](c2ccccc2)N1c1ccncc1 | 6 |
| CC(C)=CCC/C(C)=C/CNC(=O)C[C@H]1C[C@H](C(=O)N(C(C)C)C(C)C)[C@@]2(C)c3[nH]c4cc(-c5ccco5)ccc4c3CCN2C1=O | 5 |
| CCN(CC)C(=O)[C@H]1C[C@H](CC(=O)NCc2ccco2)C(=O)N2CCc3c([nH]c4ccc(Cl)cc34)[C@]12C | 0 |
| CCN(CC)C(=O)[C@H]1C[C@H](CC(=O)NC/C=C(\C)CCC=C(C)C)C(=O)N2CCc3c([nH]c4ccc(Cl)cc34)[C@]12C | 0 |
| CCCCN1Cc2ccccc2Oc2cc(Br)ccc2S1(=O)=O | 34 |
| CC(C)N(C(=O)[C@H]1C[C@H](CC(=O)NCCCN(C)C)C(=O)N2CCc3c([nH]c4ccc(Cl)cc34)[C@]12C)C(C)C | 0 |
| COc1ccc(CNC(=O)C[C@H]2C[C@H](C(=O)N(C(C)C)C(C)C)[C@@]3(C)c4[nH]c5cc(-c6ccco6)ccc5c4CCN3C2=O)cc1OC | 0 |
| COc1ccc(CNC(=O)C[C@H]2C[C@H](C(=O)N3CCOCC3)[C@@]3(C)c4[nH]c5cc(CCC(=O)N(C)C)ccc5c4CCN3C2=O)cc1OC | 0 |
| CC(C)N(C(=O)[C@H]1C[C@H](CC(=O)NCc2ccco2)C(=O)N2CCc3c([nH]c4ccc(Cl)cc34)[C@]12C)C(C)C | 0 |
| CC(=O)c1ccc(-c2ccc(-c3cc(=O)oc4c(C(C)C)ccc(C)c34)cc2)cc1 | 0 |

Ordered by formula weight (smallest number first): part of the list above
| molecule | GRK2 aptamer HTS |
| --- | --- |
| O=C1c2ccccc2[C@@H]2C[C@H]3O[C@H]3CCN12 | 1 |
| CC1=CC[C@@]23CCCN2C(=O)CCC[C@H]3C1 | 6 |
| O=C1[C@H](Oc2ccccc2)[C@@H](c2ccccc2)N1c1ccncc1 | 6 |
| COc1cc(CN2c3ccccc3C(=O)CS2(=O)=O)cc(OC)c1 | 3 |
| C=C1c2cccc(OC)c2O[C@H](C(=O)OCC)[C@@H]1CC(CC)CCCC (stereo not given in full) | 39 |
| CCCN=C1N(CC)C[C@@H]2[C@@H]3C(=O)N(C)C(=O)[C@@H]3[C@](CC)(C(=O)OC)N12 | 3 |
| CC(=O)c1ccc(-c2ccc(-c3cc(=O)oc4c(C(C)C)ccc(C)c34)cc2)cc1 | 0 |
| O=C(CCNC(=O)OCC1c2ccccc2-c2ccccc21)NOCc1ccccc1 | 0 |
| CCOC(=O)C1=CN(Cc2cccc(F)c2)S(=O)(=O)N(CC)C1c1ccccc1 (stereo not given) | 0 |
| CCOC(=O)c1ccc(-c2cccc(-c3cc(=O)oc4cc(OC)cc(OC)c34)c2)cc1 | 0 |
| CCOC(=O)C1=CN(Cc2ccco2)S(=O)(=O)N(CC)C1c1ccc(F)c(Cl)c1 (stereo not given) | 7 |
| CCN(CC)C(=O)[C@H]1C[C@H](CC(=O)NCc2ccco2)C(=O)N2CCc3c([nH]c4ccc(Cl)cc34)[C@]12C | 0 |
| CC(C)N(C(=O)[C@H]1C[C@H](CC(=O)NCc2ccco2)C(=O)N2CCc3c([nH]c4ccc(Cl)cc34)[C@]12C)C(C)C | 0 |
| CC(C)N(C(=O)[C@H]1C[C@H](CC(=O)NCCCN(C)C)C(=O)N2CCc3c([nH]c4ccc(Cl)cc34)[C@]12C)C(C)C | 0 |
| COc1ccc2[nH]c3c(c2c1)CCN1C(=O)C(CC(=O)NCCN2CCOCC2)C[C@H](C(=O)N2CCOCC2)[C@@]31C (stereo not given in full) | 0 |
| CCN(CC)C(=O)[C@H]1C[C@H](CC(=O)NC/C=C(\C)CCC=C(C)C)C(=O)N2CCc3c([nH]c4ccc(Cl)cc34)[C@]12C | 0 |
| C[C@]12c3[nH]c4cc(-c5ccco5)ccc4c3CCN1C(=O)[C@@H](CC(=O)NCCN1CCOCC1)C[C@@H]2C(=O)N1CCCCC1 | 0 |
| CC(C)=CCC/C(C)=C/CNC(=O)C[C@H]1C[C@H](C(=O)N(C(C)C)C(C)C)[C@@]2(C)c3[nH]c4cc(-c5ccco5)ccc4c3CCN2C1=O | 5 |
| COc1ccc2[nH]c3c(c2c1)CCN1C(=O)C(CC(=O)NCCc2ccccn2)C[C@H](C(=O)N2CCCCC2)[C@@]31CCc1ccccc1 (stereo not given in full) | 37 |
| COc1ccc(CNC(=O)C[C@H]2C[C@H](C(=O)N(C(C)C)C(C)C)[C@@]3(C)c4[nH]c5cc(-c6ccco6)ccc5c4CCN3C2=O)cc1OC | 0 |
| COc1ccc(CNC(=O)C[C@H]2C[C@H](C(=O)N3CCOCC3)[C@@]3(C)c4[nH]c5cc(CCC(=O)N(C)C)ccc5c4CCN3C2=O)cc1OC | 0 |
| O=C(C[C@H]1C[C@H](C(=O)N2CCOCC2)[C@@]2(CCC3CCCC3)c3[nH]c4cc(-c5ccco5)ccc4c3CCN2C1=O)NCCc1ccccn1 | 1 |

Additional structures follow.
| molecule | GRK2 aptamer HTS |
| --- | --- |
| COc1cc2sc(-c3ccccc3OC)c(-c3ccc(OCCN4CCOCC4)cc3)c2cc1OC | 5 |
| CCOC(=O)C1C(C(=O)OC)=C(C(=O)OC)c2ccccc2N1S(=O)(=O)C(F)(F)F (stereo not given) | 0 |
| CC(C)N(C(=O)[C@H]1C[C@H](CC(=O)NC(C)(C)C)C(=O)N2CCc3c([nH]c4cc(-c5ccco5)ccc34)[C@]12C)C(C)C | 2 |
| COc1cc(OC)c2c(-c3cccc(/C=C/c4ccc(F)cc4)c3)cc(=O)oc2c1 | 15 |
| COCCCNC(=O)CC1C[C@H](C(=O)N2CCOCC2)[C@@]2(C)c3[nH]c4ccc(OC)cc4c3CCN2C1=O (stereo not given in full) | 1 |
| Cc1ccc(C)c(N2CCN(C(=O)CCc3nc(-c4cccc(Cl)c4)no3)CC2)c1 | 0 |
| CCOC(=O)C1=CN(Cc2ccco2)S(=O)(=O)N(CC)C1c1cccc(OC)c1 (stereo not given) | 6 |
| CCOC(=O)C1=CN(Cc2ccco2)S(=O)(=O)N(C)C1c1ccc(F)c(Cl)c1 (stereo not given) | 0 |

Random excerpt: 2 records from the list
| molecule | GRK2 aptamer HTS |
| --- | --- |
| COc1ccc(CNC(=O)C[C@H]2C[C@H](C(=O)N3CCOCC3)[C@@]3(C)c4[nH]c5cc(CCC(=O)N(C)C)ccc5c4CCN3C2=O)cc1OC | 0 |
| C[C@]12c3[nH]c4cc(-c5ccco5)ccc4c3CCN1C(=O)[C@@H](CC(=O)NCCN1CCOCC1)C[C@@H]2C(=O)N1CCCCC1 | 0 |

The listing continues.
| molecule | GRK2 aptamer HTS |
| --- | --- |
| COc1cc2oc(=O)cc(-c3ccc(-c4ccc(C)cc4)cc3)c2c(OC)c1OC | 0 |
| COc1ccc(C2CC(=O)Oc3ccc(OC)cc32)cc1 (stereo not given) | 0 |
| CCN1C(=O)[C@H]2[C@H]3CN=C(SCC4CC4)N3[C@@](CC)(C(=O)OC)[C@H]2C1=O | 0 |
| Cc1cc(C)c2c(c1)OC(=O)CC2c1ccc2c(c1)OCO2 (stereo not given) | 11 |
| O=S1(=O)N[C@@H](CC2CCCCC2)COc2cc(Br)ccc21 | 4 |
| COc1ccc(C(CCN2CCOCC2)c2c(OC)cc(OC)c3c(-c4ccccc4)cc(=O)oc23)cc1 (stereo not given) | 0 |
| CCN1C(=O)[C@H]2[C@H]3CN=C(SCc4ccc(C#N)cc4)N3[C@@](Cc3ccccc3)(C(=O)OC)[C@H]2C1=O | 0 |
| O=C(Cn1cnc2c(NCc3ccccc3)ncnc21)NCc1ccc2c(c1)OCO2 | 0 |
| C=CCN1C(=O)[C@H]2CCC=C[C@H]2[C@@H]1c1cccc(C)c1 | 3 |
| COC(=O)[C@H](Cc1ccccc1)N1C/C=C\COc2c(Cl)cc(Cl)cc2S1(=O)=O | 0 |
| Nc1ncnc2c1ncn2[C@@H]1O[C@H](CNC(=O)[C@@H]2CCN2)[C@@H](O)[C@H]1O | 4 |
| COc1ccc2[nH]c3c(c2c1)CCN1C(=O)C(CC(=O)NCCc2ccccn2)C[C@H](C(=O)N2CCOCC2)[C@@]31CCC1CCCC1 (stereo not given in full) | 0 |
| COCCCNC(=O)Cn1cnc2c(NCc3ccccc3)ncnc21 | 0 |
| O=C1OCCN1C(=O)[C@H]1[C@H](c2ccccc2)C(c2ccccc2)=NN1c1ccc(Br)cc1 | 5 |
| CC(C)(C)NC(=O)C[C@H]1C[C@H](C(=O)N2CCOCC2)[C@@]2(CCC3CCCC3)c3[nH]c4ccc(Cl)cc4c3CCN2C1=O | 3 |
| CC1=CC(c2ccccc2)=NS(=O)(=O)N1 | 0 |
| O=C1OCCN1C(=O)[C@H]1[C@H](c2ccc(F)cc2)C(c2cccc(Cl)c2)=NN1c1ccccc1 | 1 |
| CC(CNC(=O)Cn1cnc2c(NCc3ccccc3)ncnc21)c1ccccc1 (stereo not given) | 0 |
| Nc1ncnc2c1ncn2[C@@H]1O[C@H](CNCc2ccc(-c3cc(C(F)(F)F)ccc3Cl)o2)[C@@H](O)[C@H]1O | 3 |
| O=C1CC[C@@]23CCCN2C(=O)CCCC3C1 (stereo not given in full) | 4 |
| Nc1ncnc2c1ncn2[C@@H]1O[C@H](CNS(=O)(=O)c2ccc3c(c2)CCN(C(=O)C(F)(F)F)C3)[C@@H](O)[C@H]1O | 0 |
| CCOC(=O)c1ccc(-c2ccc(-c3cc(=O)oc4cc(OC)c(OC)c(OC)c34)cc2)cc1 | 2 |
| CC[C@]12c3[nH]c4cc(CCC(=O)N(C)C)ccc4c3CCN1C(=O)[C@@H](CC(=O)NCCCn1ccnc1)C[C@@H]2C(=O)N1CCN(C(=O)c2ccco2)CC1 | 2 |
| Cc1cccc(N=[N+]([O-])c2cccc(C)n2)n1 | 0 |
| COc1cc(=O)oc(CCC(C)O)c1C (stereo not given) | 8 |
| C[C@]12c3[nH]c4ccc(Cl)cc4c3CCN1C(=O)[C@@H](CC(=O)NCCCn1ccnc1)C[C@@H]2C(=O)N1CCCCC1 | 0 |
| Cc1cn([C@H]2C[C@H](O)[C@@H](CCC(=O)NCCN3CCCCC3)O2)c(=O)[nH]c1=O | 4 |
| COc1ccc(-c2noc(CCC(=O)N3CCN(c4ccccc4Br)CC3)n2)cc1 | 0 |
| CCOC(=O)C1=CN(Cc2ccc(Br)cc2)S(=O)(=O)N(C)C1C (stereo not given) | 4 |
| COC(=O)[C@@]1(Cc2ccccc2)[C@H]2C(=O)N(C)C(=O)[C@H]2[C@H]2CN=C(SCc3ccc(Cl)cc3)N21 | 3 |
| OC[C@@H]1[C@@H](c2ccccc2)C(c2ccc(F)cc2)=NN1c1ccccc1 | 0 |
| CCN1C(=O)[C@H]2[C@H]3CN=C(SCc4ccc(C(=O)OC)cc4)N3[C@@](CC)(C(=O)OC)[C@H]2C1=O | 0 |
| C[C@@H]1C(=O)N(c2ccccc2)[C@@H]1c1ccncc1 | 1 |
| CCOC(=O)/C=C1\CC(C(=O)OCC)Oc2c(OC)cccc21 (stereo not given) | 0 |
| O=C(Cn1cnc2c(NCc3ccccc3)ncnc21)NCCCc1ccccc1 | 0 |
| O=C(NOCc1ccccc1)c1coc(-c2ccccc2)n1 | 0 |
| CCN(CC)C(=O)[C@H]1CC(CC(=O)NCc2ccco2)C(=O)N2CCc3c([nH]c4ccc(OC)cc34)[C@]12C (stereo not given in full) | 0 |
| COc1cc(OC)c2c(-c3cccc(-c4ccc(NC(C)=O)cc4)c3)cc(=O)oc2c1 | 4 |
| COc1ccccc1-c1sc2ccccc2c1-c1ccc(OCCN2CCCCC2)cc1 | 0 |
| Cc1ccc(NC(=O)Cn2cnc3c(NCc4ccccc4)ncnc32)cc1C | 0 |
| Cc1cc(N2O[C@]34C=C[C@]25C[C@@H](O)CC[C@]5(C)C3CC[C@]2(C)[C@@H]([C@H](C)/C=C/[C@H](C)C(C)C)CC[C@H]24)no1 (stereo not given in full) | 2 |
| CCOC(=O)C1=CN(Cc2ccco2)S(=O)(=O)NC1c1ccc(Br)cc1F (stereo not given) | 3 |
| COC(=O)[C@H](CO)NS(=O)(=O)c1ccc(C)cc1 | 0 |
